AmpC no deterg = qHTS Inhibitors of AmpC Beta-Lactamase (assay without detergent); Potency, µM (titrated, usually from 57.1 µM), without a hit: at the top dose activity change, negative = inhibition, hits mostly inhibitors; actives 0.52% (n = 330,000); AmpC nitrocefin hydrolysis, absorbance 480 nm, 0.0001% Triton;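 note: potency is the fitted concentration of half-maximal effect; plate controls were no compound for no effect and no enzyme for full effect; nearly all actives have a fitted effect of over 20% in size; some results filed as inactive show a strong effect at the top dose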
Target sequence (P00811 whole entry, looked up): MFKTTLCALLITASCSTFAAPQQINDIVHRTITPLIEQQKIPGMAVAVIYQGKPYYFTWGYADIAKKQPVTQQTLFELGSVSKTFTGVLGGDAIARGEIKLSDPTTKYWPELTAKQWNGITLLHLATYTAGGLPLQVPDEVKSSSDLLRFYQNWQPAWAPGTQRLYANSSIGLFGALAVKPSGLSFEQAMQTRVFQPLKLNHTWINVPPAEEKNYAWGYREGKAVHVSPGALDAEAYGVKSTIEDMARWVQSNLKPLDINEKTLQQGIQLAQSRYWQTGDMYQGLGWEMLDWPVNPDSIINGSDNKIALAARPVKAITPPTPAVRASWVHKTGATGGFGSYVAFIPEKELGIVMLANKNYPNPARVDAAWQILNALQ
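20 mM phosphate pH 7.0 + 0.01% (detergent screen) or 0.0001% Triton X-100; 5.3 nM AmpC reagent; cpd preinc 15 min RT; nitrocefin (800 uM stock) to start; A480 q20 s × 4 min; Activity was normalised to no-enzyme and no-compound control wells.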
Sm TGR block = qHTS Assay for the Inhibitors of Schistosoma Mansoni Peroxiredoxins; purified TGR, DTNB reduction, TNB absorbance 405 nm; actives 3% (n = 360,000); Potency, µM (series often up to 114 µM), for inactives: at the highest dose activity change, negative = inhibition, usual class: inhibitors; Schistosoma mansoni thioredoxin glutathione reductase (TGR), Q962Y6; AID 485364, 2010; note: potency is the fitted concentration of half-maximal effect; nearly all actives have a fitted effect of over 60% in size
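TGR 20 nM + NADPH 100 uM (dispensed conc.), cpd preinc 15 min RT; start with NADPH (500 uM addition) then DTNB (15 mM addition). Kinetic TNB absorbance, 405 nm filter. Four-parameter Hill fit across titration.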
AmpC detergent = qHTS Inhibitors of AmpC Beta-Lactamase (assay with detergent) | AmpC hydrolysis of nitrocefin, absorbance 480 nm, 0.01% Triton | Potency, µM (series often up to 114 µM), for inactives: at the highest dose activity change, negative = inhibition, usual class: inhibitors | actives 0.041% (n = 370,000) | AID 485294, 2010;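 note: potency is the fitted concentration of half-maximal effect; 0% = no-compound wells and -100% = no-enzyme wells; nearly all actives have a fitted effect of over 25% in size; some results filed as inactive show a strong effect at the top dose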
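20 mM phosphate pH 7.0 + 0.01% (detergent screen) or 0.0001% Triton X-100; 5.3 nM AmpC reagent; cpd preinc 15 min RT; nitrocefin (800 uM stock) to start; A480 q20 s × 4 min; Activity was normalised to no-enzyme and no-compound control wells.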
AMA1-RON2 inh = qHTS for Inhibitors of AMA1-RON; Towards Development of Antimalarial Drug Lead: Primary Screen; Potency, µM (series often up to 58.2 µM), for inactives: at the highest dose activity change, negative = inhibition, actives largely listed as inhibitors; AID 720542, 2013; actives 0.2% (n = 360,000); AlphaScreen AMA1-biotinylated RON2 peptide binding; Plasmodium falciparum AMA1 (3D7) - RON2 peptide interaction;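 note: potency is the fitted concentration of half-maximal effect; 0% = vehicle wells and -100% = peptide control; nearly all actives have a fitted effect of over 45% in size; some results filed as inactive show a strong effect at the top dose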
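AMA1 (3D7) with his tag at 25 nM final met compounds first, then biotinylated RON2 peptide at 25 nM; detection used donor plus acceptor beads, 10 µg/mL apiece, read by AlphaScreen after 30 min at room temperature.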
HCMV antiviral = qHTS Assay for inhibitors of the human cytomegalovirus (HCMV). actives 4.5% (n = 410,000). HFF cells, HCMV-luciferase reporter, 72 h; hits give low values. activity change, negative = inhibition, % at 57.5 µM. AID 1259415, 2018; in the data active = activity change below about -60%; inconclusive = no clear call, values can overlap the other calls; inactive = above about -39%
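Steps: HFFs plated, 16 h 37C; compounds added; HCMV-luciferase added to MOI 1 PFU/cell; 72 h 37C; OneGlo reagent, 5 min room temperature; luminescence read, normalized to controls.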
Giardia FBPA inh = qHTS Assay for Inhibitors of Fructose-1,6-bisphosphate Aldolase from Giardia Lamblia; A8B2U2; purified Giardia FBPA; Potency, µM (series often up to 59.6 µM), for inactives: at the highest dose activity, negative = inhibition, hits mostly inhibitors; actives 0.71% (n = 290,000); AID 2451, 2010; note: potency is the fitted concentration of half-maximal effect; nearly all actives have a fitted effect of over 55% in size
Target sequence (A8B2U2 whole entry, looked up): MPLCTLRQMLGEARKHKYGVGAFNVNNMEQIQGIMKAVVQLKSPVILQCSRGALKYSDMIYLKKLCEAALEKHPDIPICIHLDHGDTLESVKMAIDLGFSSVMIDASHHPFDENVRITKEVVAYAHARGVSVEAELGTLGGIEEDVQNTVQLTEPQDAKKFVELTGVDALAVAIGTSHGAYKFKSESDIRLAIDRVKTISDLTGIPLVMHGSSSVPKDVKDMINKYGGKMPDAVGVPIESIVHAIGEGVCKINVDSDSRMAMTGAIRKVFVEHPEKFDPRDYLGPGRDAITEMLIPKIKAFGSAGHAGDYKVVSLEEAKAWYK
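Giardia FBPA (40 nM reagent) was preincubated 10 min at RT with compound (up to 57.5 uM final), then substrate plus GAPDH/TPI/NAD/arsenate coupling system with diaphorase/resazurin was added; resorufin fluorescence (525/598 nm) was read after 20 min.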
The depositor's hits bear a star; [ ] = dose if it differs, or a comment. Unless noted, calls come from the whole dose curve; as a rule, active = well fitted curve in the direction sought with a large enough effect; inconclusive = small, poorly fitted or top-dose-only effect, or another doubt; inactive = no such curve, though single readings can be large; an effect the other way counts as inactive or inconclusive. Unless noted, % is set by controls: 0 for no effect and ±100 for the full control effect.

What do the screens show for `COc1ccc(N2CCN(C(CNC(=O)CC(C)C)c3ccc4c(c3)OCO4)CC2)cc1` (stereo unspecified)?
Sm TGR block: -5%; AmpC detergent: 10%; HCMV antiviral: -2

How did COc1ccc(NC(=O)c2csc(Cc3ccccc3)n2)cc1 do in these assays?
AmpC no deterg: -51%; Sm TGR block: 5%; AmpC detergent: -4%; AMA1-RON2 inh: 0%; HCMV antiviral: -22; Giardia FBPA inh: -4%

What do the screens show for `FC(F)(F)c1cccc(N2CCN(c3ccc4nnc(-c5ccccc5)n4n3)CC2)c1`?
AmpC no deterg: 11%; Sm TGR block: 0%; AmpC detergent: -14%; AMA1-RON2 inh: 7%; HCMV antiviral: -35; Giardia FBPA inh: -2%

How did O=C(NNC(=O)c1ccccc1[N+](=O)[O-])c1ccc(NC(=O)c2ccccc2)cc1 do in these assays?
AmpC no deterg: 84%[activator]; Sm TGR block: 6%; AmpC detergent: 1%; AMA1-RON2 inh: 64%[activator]; HCMV antiviral: 27

How did CC[C@]12c3[nH]c4ccc(Cl)cc4c3CCN1C(=O)[C@@H](CC(=O)NCCCn1ccnc1)C[C@@H]2C(=O)N1CCN(C(=O)C2CC2)CC1 do in these assays?
AmpC no deterg: 231%[activator]; AMA1-RON2 inh: 10%; HCMV antiviral: 0

Results for Cn1ncc(Br)c1N1C(=O)CCC1=O ?
AmpC no deterg: -2%; Sm TGR block: -2%; AmpC detergent: -1%; AMA1-RON2 inh: -1%; HCMV antiviral: 30; Giardia FBPA inh: 7%

What do the screens show for `Cc1cc(C)c2nc(NC(=O)CN3C(=O)NC4(CCCC4)C3=O)sc2c1`?
AmpC no deterg: 3%; Sm TGR block: 1%; AmpC detergent: 0%; AMA1-RON2 inh: -7%; HCMV antiviral: 7

What do the screens show for `CN(CC(=O)Nc1ccccc1Br)C(=O)CCc1nc2ccccc2c(=O)[nH]1`?
AmpC no deterg: -9%; Sm TGR block: 3%; AmpC detergent: inconclusive; AMA1-RON2 inh: 0%; HCMV antiviral: 26

Results for Cc1c2cnn(CC(=O)NCc3ccc(F)cc3)c(=O)c2c(C)n1Cc1cccc(Cl)c1 ?
Sm TGR block: -1%; AmpC detergent: -4%; HCMV antiviral: -18

What do the screens show for `Cc1nc2sc(C(c3ccc(Cl)cc3)N3CCN(CCO)CC3)c(O)n2n1` (stereo unspecified)?
AmpC no deterg: 10%; Sm TGR block: -8%; AmpC detergent: -6%; AMA1-RON2 inh: 7%; HCMV antiviral: 7; Giardia FBPA inh: 1%

Results for O=C(NCc1cccc(C(F)(F)F)c1)N1CCN(C(=O)c2ccccc2)CC1 ?
AmpC no deterg: -5%; AMA1-RON2 inh: 0%[11.6 µM]; HCMV antiviral: 10

How did Cc1oc(-c2ccc(Cl)cc2)nc1CS(=O)CC(=O)NCCCN1CCCC(C)C1 (stereo unspecified) do in these assays?
AmpC no deterg: 52%; Sm TGR block: -25%; AmpC detergent: -5%; AMA1-RON2 inh: 11%; HCMV antiviral: 0

What do the screens show for `COCCOC(=O)c1c(C)oc2c1cc(NS(=O)(=O)c1ccc(Cl)c(C)c1)c1ccccc12`?
Sm TGR block: -10%; AmpC detergent: 12%; HCMV antiviral: 15

Results for Cc1ccc(S(=O)(=O)Nc2cccc(CP(=O)(c3ccccc3)c3ccccc3)c2)cc1 ?
AmpC no deterg: -5%; Sm TGR block: 4%; AmpC detergent: 5%; AMA1-RON2 inh: 7%; HCMV antiviral: -32; Giardia FBPA inh: 5%

How did C/C(=N\Nc1ccc(S(=O)(=O)Nc2ccccc2)cc1[N+](=O)[O-])c1ccc(N2CCOCC2)cc1 do in these assays?
AmpC no deterg: -16%; AmpC detergent: 5%; AMA1-RON2 inh: 0%; HCMV antiviral: -32; Giardia FBPA inh: 2%

Results for COc1ccc(S(=O)(=O)N2CCCC(C(=O)NCCN3CCOCC3)C2)cc1C (stereo unspecified) ?
AmpC no deterg: 30%; Sm TGR block: -9%; AmpC detergent: -14%; AMA1-RON2 inh: -4%; HCMV antiviral: 47; Giardia FBPA inh: -1%

Results for O=c1oc2ccccc2n1CSC1=NCCS1 ?
AmpC no deterg: -25%; Sm TGR block: -12%; AmpC detergent: inconclusive; AMA1-RON2 inh: -1%; HCMV antiviral: -62*; Giardia FBPA inh: 1%

Results for O=C(CN1CCN(Cc2ccccc2)CC1)N1CCCCCC1 ?
AmpC no deterg: -8%; Sm TGR block: -1%; AmpC detergent: 4%; AMA1-RON2 inh: -1%; HCMV antiviral: -26; Giardia FBPA inh: -14%

How did CC1C(=O)N(Cc2ccccc2)c2ccccc2N1C(=O)c1ccccc1 (stereo unspecified) do in these assays?
AmpC no deterg: 5%; Sm TGR block: 6%; AmpC detergent: 3%; AMA1-RON2 inh: 8%; HCMV antiviral: -74*; Giardia FBPA inh: -14%

How did CCOC(=O)C1CCCN(CC(=O)Nc2c(C(=O)OC)[nH]c3ccc(Br)cc23)C1 (stereo unspecified) do in these assays?
AmpC no deterg: 87%[activator]; Sm TGR block: -13%; AmpC detergent: -11%; AMA1-RON2 inh: 0%; HCMV antiviral: 30; Giardia FBPA inh: -6%

Results for COc1ccc(C2CN=NC23CCc2ccccc2C3=O)cc1 (stereo unspecified) ?
AmpC no deterg: -18%; Sm TGR block: -24%; AmpC detergent: -13%; AMA1-RON2 inh: 0%; HCMV antiviral: -13; Giardia FBPA inh: 1%

How did Cc1nn(-c2ccccc2)cc1C(=S)Nc1ccccc1 do in these assays?
AmpC no deterg: -51%; Sm TGR block: -8%; AmpC detergent: inconclusive; AMA1-RON2 inh: -17%; HCMV antiviral: -23; Giardia FBPA inh: -1%

What do the screens show for `CCCCn1c(SCC(=O)NC2CC(C)(C)NC(C)(C)C2)nc2cc(S(N)(=O)=O)ccc21`?
AmpC no deterg: -3%; Sm TGR block: -1%; AmpC detergent: 1%; AMA1-RON2 inh: 7%; HCMV antiviral: 9; Giardia FBPA inh: 0%

How did CN1C(=O)/C(=C/c2ccc(Cl)s2)C(=O)NC1=S do in these assays?
AmpC no deterg: -34%; Sm TGR block: 7.9µM*; AmpC detergent: -11%; AMA1-RON2 inh: -8%; HCMV antiviral: -25; Giardia FBPA inh: 2%

Results for O=c1c2nnn(-c3ccc(Cl)cc3)c2ncn1Cc1ccccn1 ?
AmpC no deterg: -7%; Sm TGR block: -2%; AmpC detergent: -6%; AMA1-RON2 inh: 5%; HCMV antiviral: 5; Giardia FBPA inh: 0%

Results for O=C(N/N=C/c1ccc(O)cc1)c1csc2c1CCCC2 ?
AmpC no deterg: -38%; Sm TGR block: -7%; AmpC detergent: -6%; AMA1-RON2 inh: 5%; HCMV antiviral: -29; Giardia FBPA inh: -9%

What do the screens show for `Cc1ccc(NS(=O)(=O)c2c(C(=O)N3CCOCC3)c(C)n(C)c2C)cc1`?
AmpC no deterg: 1%; Sm TGR block: -3%; AmpC detergent: 0%; AMA1-RON2 inh: -20%; HCMV antiviral: 28

What do the screens show for `O=C(O)C(CO)N=Cc1c(O)c2ccccc2oc1=O` (stereo unspecified)?
AmpC no deterg: -12%; Sm TGR block: -3%; AmpC detergent: 6%; AMA1-RON2 inh: 92%[activator]; HCMV antiviral: 26; Giardia FBPA inh: -13%

Results for COc1ccc(S(=O)(=O)NCC(c2cccnc2)N2CCN(C)CC2)cc1OC (stereo unspecified) ?
AmpC no deterg: 3%; Sm TGR block: -29%; AmpC detergent: 1%; AMA1-RON2 inh: -6%; HCMV antiviral: 33; Giardia FBPA inh: -1%

Results for CCOC(=O)/C(=C\C=C\c1ccccc1)NC(=O)c1ccccc1 ?
AmpC no deterg: -49%; Sm TGR block: -3%; AmpC detergent: inconclusive; AMA1-RON2 inh: 24%; HCMV antiviral: -28; Giardia FBPA inh: -2%

What do the screens show for `COC(=O)c1ccc(C(=O)OCc2nc3cc4ccccc4cc3[nH]2)cc1`?
AmpC no deterg: -11%; Sm TGR block: 3%; AmpC detergent: 0%; AMA1-RON2 inh: -8%; HCMV antiviral: 17; Giardia FBPA inh: 2%

How did COc1ccc(Nc2c3c(nc4nncn24)CCC3)cc1OC do in these assays?
Sm TGR block: -18%; AmpC detergent: 16%; HCMV antiviral: 46

What do the screens show for `NC(=O)C[C@@H]1N[C@]2(C(=O)Nc3ccccc32)[C@@H]2C(=O)N(c3cc(C(F)(F)F)ccc3Cl)C(=O)[C@H]12`?
AmpC no deterg: -7%; Sm TGR block: inconclusive; AmpC detergent: inconclusive; AMA1-RON2 inh: 0%; HCMV antiviral: 60; Giardia FBPA inh: 10%

What do the screens show for `Cc1ccc(S(=O)(=O)c2ncccc2N)cc1`?
AmpC no deterg: -16%; Sm TGR block: -22%; AmpC detergent: 3%; AMA1-RON2 inh: 13%; HCMV antiviral: -8; Giardia FBPA inh: 8%

Results for CS(=O)(=O)c1ccc2nc(N)sc2c1 ?
AmpC no deterg: -11%; Sm TGR block: 8%; AmpC detergent: 3%; AMA1-RON2 inh: -2%; HCMV antiviral: 48; Giardia FBPA inh: 1%

How did CCN(CCCNC(=O)c1cc2c(-c3cccc(OC)c3)nn(C)c2s1)Cc1ccccc1 do in these assays?
AmpC no deterg: 110%[activator]; Sm TGR block: 5%; AmpC detergent: -2%; AMA1-RON2 inh: -9%; HCMV antiviral: -2; Giardia FBPA inh: 4%

In the list so far, 4 contain an NH in an aromatic ring:
How did CC[C@]12c3[nH]c4ccc(Cl)cc4c3CCN1C(=O)[C@@H](CC(=O)NCCCn1ccnc1)C[C@@H]2C(=O)N1CCN(C(=O)C2CC2)CC1 do in these assays?
AmpC no deterg: 231%[activator]; AMA1-RON2 inh: 10%; HCMV antiviral: 0

What do the screens show for `CN(CC(=O)Nc1ccccc1Br)C(=O)CCc1nc2ccccc2c(=O)[nH]1`?
AmpC no deterg: -9%; Sm TGR block: 3%; AmpC detergent: inconclusive; AMA1-RON2 inh: 0%; HCMV antiviral: 26

How did CCOC(=O)C1CCCN(CC(=O)Nc2c(C(=O)OC)[nH]c3ccc(Br)cc23)C1 (stereo unspecified) do in these assays?
AmpC no deterg: 87%[activator]; Sm TGR block: -13%; AmpC detergent: -11%; AMA1-RON2 inh: 0%; HCMV antiviral: 30; Giardia FBPA inh: -6%

What do the screens show for `COC(=O)c1ccc(C(=O)OCc2nc3cc4ccccc4cc3[nH]2)cc1`?
AmpC no deterg: -11%; Sm TGR block: 3%; AmpC detergent: 0%; AMA1-RON2 inh: -8%; HCMV antiviral: 17; Giardia FBPA inh: 2%
